Screening results (PubChem BioAssay)
NCI-60 one-dose screen, 48 h, at 10 µM unless noted. Numbers give growth in % (100 = growth as untreated, 0 = no growth, -100 = all killed).
UO-31 – UO-31 renal cancer | 81,000 tested, 5.2% active | AID 1794768
786-0 – 786-0 renal cancer cells; 81,000 tested, 5.1% active
IGROV1 – IGROV1 ovarian cancer | 79,000 tested, 4.7% active | AID 1794786
CAKI-1 – CAKI-1 renal cancer; 75,000 tested, 4.7% active; AID 1794772
TK-10 – TK-10 renal cancer cells; 81,000 tested, 3.9% active; AID 1794769
ACHN – ACHN renal cancer | 81,000 tested, 4.9% active | AID 1794771
SN12C – SN12C renal cancer cells. 81,000 tested, 3.8% active
NCI/ADR-RES – NCI/ADR-RES ovarian cells | 81,000 tested, 4.4% active | AID 1794790
* marks the source's active call; other numbers are inactive results; x = not tested or not shown; & = joins results of further samples; [ ] = another dose, or the depositor's remark. How the source made its calls: active means growth percent below 10; inactive means the rest.

SMILES	UO-31	786-0	IGROV1	CAKI-1	TK-10	ACHN	SN12C	NCI/ADR-RES
O=C(Nc1ccc(NS(=O)(=O)c2ccccc2)c(Cl)c1)c1ccccc1	81.7	99.3	93.7	98.9	102.9	95.7	94.3	110.1
O=C1NC(=S)S/C1=C\c1cc(Cl)ccc1Cl	78.8	88.2	115.4	62.4	95.0	85.8	78.8	80.9
Cc1cc2ccccn2c1C(=O)c1ccc(C(=O)c2ccccc2)cc1	62.5	84.9	x	106.1	98.7	93.0	94.5	72.0
Cc1c(Cl)cccc1Nc1ccccc1C(=O)O	81.6	112.6	110.8	84.7	116.9	x	84.3	94.7
CCCC(=O)c1cc(O)c(O)c(O)c1	75.5	99.5	112.1	x	91.5	99.6	99.7	99.0
NS(=O)(=O)c1ccc(CCN2C(=O)c3cccc4cccc(c34)C2=O)cc1	98.6	92.7	108.7	95.0	104.5	106.2	100.9	108.6
CC(C)C1=C[C@@]23CC[C@@H]4[C@](C)(CCC[C@@]4(C)C(=O)OCC#CCN4CCOCC4)[C@H]2C[C@@H]1[C@H]1C(=O)CCC(=O)[C@H]13	78.6	91.9	98.8	x	98.1	102.7	103.6	81.8
N=c1c2cc(-c3ccccc3)oc2ncn1/N=C/c1ccc(Br)cc1	85.4	59.2	42.8	88.5	110.6	19.3	60.0	22.3
C#CCCCN(Cc1ccc(S(C)(=O)=O)cc1)Cc1ccccc1OC	81.1	88.8	90.8	87.2	95.0	94.7	97.7	93.1
COc1cc(C2=Nc3c(N)ncnc3NC(c3sc(Cl)nc3Cl)C2)cc(OC)c1OC (configuration not stated)	52.0	81.8	90.8	79.4	75.7	89.4	102.6	x
COc1cc2c3c(c(=O)oc2cc1OS(=O)(=O)c1ccc(C)cc1)CCCCC3	71.7	89.8	106.7	85.6	102.4	88.4	104.2	85.7
NS(=O)(=O)c1ccc(N2N=C(c3ccc(F)cc3)CCC2=O)cc1	86.6	99.1	96.2	99.7	98.7	107.4	98.5	x
CC(/C=C1\SC(=S)N(N2CCOCC2)C1=O)=C\c1ccccc1	79.4	101.0	96.4	94.6	96.5	101.8	96.5	99.4
O=C(Nc1ccc(Oc2ccc(NC(=O)Nc3ccccc3Cl)cc2)cc1)Nc1ccccc1Cl	20.1	78.7	-62.3*	x	75.1	67.4	44.1	70.3
FC(F)(F)c1ccc(-c2nc(CSc3nc4ccccc4s3)no2)cc1	69.9	102.2	80.1	93.0	119.4	92.5	97.4	98.2
O=C1c2ccccc2C2=Nc3ccccc3SC(c3cccc(F)c3)C12 (configuration not stated)	91.0	105.2	99.5	95.6	117.6	98.9	102.5	101.9
CCOC(=O)N1CCCC1	72.5	100.5	114.3	95.5	106.0	103.7	91.1	97.0
COCCn1cc(-c2csc(-c3cn(C)c4ccc(Br)cc34)n2)c2cccnc21	61.9	19.8	80.2	65.0	61.5	57.1	69.1	60.0
CC1(C)N=C(N)N=C(N)N1c1ccc(OCC(=O)N2CCOCC2)c(Cl)c1	104.5	72.8	47.3	95.7	115.2	110.4	44.1	113.5
C/C(=C\c1cccs1)[N+](=O)[O-]	92.4	92.0	105.9	x	92.7	x	105.2	105.0
COC(=O)c1cc(N)cc(C(=O)OC)c1	86.4	104.4	95.2	106.1	103.3	102.5	98.6	112.4
O=C1C=C(c2ccccc2)OC(=O)C1C(=O)c1ccccc1 (configuration not stated)	90.5&105.8	106.8&105.5	103.0&107.9	97.2&123.3	118.5&110.3	100.3&99.7	100.3&106.5	100.7&105.6
CCCCn1c(C(=O)c2c[nH]c3ccccc23)n[nH]c1=S	90.1	102.0	87.7	79.3	132.0	101.5	90.0	106.6
CCCCC1COc2cccc3c2N1C=C/C3=C\C(=O)N(C)c1ccccc1 (configuration not stated)	59.3	79.3	56.1	72.0	108.2	68.9	64.9	86.4
Nc1nc(N)c2c(n1)NC(c1ccc(Cl)cc1)CC(c1cccc(Nc3ccncc3)c1)=N2 (configuration not stated)	90.6	41.9	41.6	73.7	112.6	73.5	53.0	100.4
O=C(Nc1sc2c(c1C(=O)NCc1cccs1)CCCC2)c1ccccc1	102.7	94.0	106.8	84.3	105.0	88.7	91.7	87.0
COc1ccc(NC(=S)N/N=C(\C)c2cc3ccccc3oc2=O)cc1	82.7	103.0	102.5	86.5	132.4	98.2	87.5	79.9
CC[C@@](C)(NC(=O)C(C)(C)NC(=O)[C@@H](NC(=O)[C@@H]1CCCN1C(=O)C(C)(C)NC(=O)[C@H](CC(C)C)NC(=O)CNC(=O)C(C)(C)NC(=O)[C@@H](NC(=O)C(C)(C)NC(=O)[C@H](CCC(N)=O)NC(=O)[C@H](C)NC(=O)C(C)(C)NC(=O)[C@H](C)NC(=O)C(C)(C)NC(=O)[C@H](C)NC(=O)C(C)(C)NC(C)=O)C(C)C)C(C)C)C(=O)N[C@@H](CCC(N)=O)C(=O)N[C@@H](CCC(N)=O)C(=O)N[C@H](CO)CC1CCCCC1	91.1[5 µM]	-14.2*[5 µM]	42.1[5 µM]	x	88.3[5 µM]	107.4[5 µM]	9.8*[5 µM]	101.1[5 µM]
O=C(O)CSc1ccccc1	85.7	97.8	107.1	105.4	x	101.2	105.3	102.2
Nc1ncnc2c1cnn2C1CC(O)C(CO)O1 (configuration not stated)	75.9&87.0	102.8&115.8	120.1&110.9	99.5&107.4	111.3&101.2	92.9&102.5	113.7&108.5	104.8&113.7

A portion taken from the entries so far, as a working copy:
SMILES	UO-31	786-0	IGROV1	CAKI-1	TK-10	ACHN	SN12C	NCI/ADR-RES
O=C(Nc1ccc(NS(=O)(=O)c2ccccc2)c(Cl)c1)c1ccccc1	81.7	99.3	93.7	98.9	102.9	95.7	94.3	110.1
O=C1NC(=S)S/C1=C\c1cc(Cl)ccc1Cl	78.8	88.2	115.4	62.4	95.0	85.8	78.8	80.9
Cc1cc2ccccn2c1C(=O)c1ccc(C(=O)c2ccccc2)cc1	62.5	84.9	x	106.1	98.7	93.0	94.5	72.0
Cc1c(Cl)cccc1Nc1ccccc1C(=O)O	81.6	112.6	110.8	84.7	116.9	x	84.3	94.7

Following part
SMILES	UO-31	786-0	IGROV1	CAKI-1	TK-10	ACHN	SN12C	NCI/ADR-RES
Cc1[nH]cnc1CNc1ccc2ncc(C#N)c(Nc3ccc(F)c(Cl)c3)c2c1	50.0	74.0	47.6	73.6	33.3	36.0	79.5	94.3
Cc1ccc(C2(C(=O)O)CCCCC2)cc1	88.6	98.9	100.3	96.0	99.2	108.6	109.1	102.9
CCCCC1Nc2nc(OC)n(C)c(=O)c2CN(Cc2ccccc2)C1=O (configuration not stated)	71.0	81.3	83.8	88.6	x	91.6	103.0	88.1
BrC(Br)(Br)c1cnc2ccccc2n1	-51.1*	67.7	51.9	-29.7*	-57.9*	-51.6*	71.6	44.3
Cc1ccc(C(CC(=O)O)c2c(C)[nH][nH]c2=O)cc1 (configuration not stated)	93.0	96.0	105.0	101.5	98.6	104.3	98.2	102.5
O=C(O)c1cn(C2CC2)c2cc(N3CCN(Cc4nc5c(cnn5-c5ccc(Cl)cc5)c(=O)[nH]4)CC3)c(F)cc2c1=O	74.8	97.2	91.8	96.0	116.6	96.9	94.7	98.5
COc1ccc(NC(=O)CSc2nc(C)c(C(C)=O)n2-c2ccc(Cl)cc2)cc1	102.2	106.1	95.1	97.8	125.1	99.0	92.5	89.4
S=C1Nc2c(sc3ccc(Cl)cc23)C(c2ccc3ccccc3c2)N1 (configuration not stated)	59.8	95.2	83.3	72.6	125.5	87.6	90.7	95.6
CN(C)C(=S)SCCC(=O)O	x	101.8	107.8	92.0	89.2	105.4	97.0	114.7
COc1cc(C(=O)/C=C/c2cc(C(=O)c3cc(OC)c(OC)c(OC)c3)ccc2OC)ccc1N	-86.7*	10.5	-12.7*	x	13.1	-88.5*	18.8	1.6*

Grouped by structure, the entries above containing a thiophene ring, fused or not.
SMILES	UO-31	786-0	IGROV1	CAKI-1	TK-10	ACHN	SN12C	NCI/ADR-RES
C/C(=C\c1cccs1)[N+](=O)[O-]	92.4	92.0	105.9	x	92.7	x	105.2	105.0
O=C(Nc1sc2c(c1C(=O)NCc1cccs1)CCCC2)c1ccccc1	102.7	94.0	106.8	84.3	105.0	88.7	91.7	87.0
S=C1Nc2c(sc3ccc(Cl)cc23)C(c2ccc3ccccc3c2)N1 (configuration not stated)	59.8	95.2	83.3	72.6	125.5	87.6	90.7	95.6

(list continues)
SMILES	UO-31	786-0	IGROV1	CAKI-1	TK-10	ACHN	SN12C	NCI/ADR-RES
CCCCCCCCCCCCCCCCCCNC(=O)SC	59.7	100.8	80.3	83.8	125.2	86.5	86.4	96.8
CCOC(=O)C1CCN(c2ccc(N3C[C@@H](CNCc4ccc(C(=N)N)cc4)OC3=O)cc2)CC1	77.8	100.4	100.8	89.4	97.5	102.3	97.6	105.5
COc1ccc(-c2cc(C(=O)N3CCN(C(=O)c4ccccc4NCc4ccc5c(c4)OCO5)CC3)nc3cc(-c4ccccc4)nn23)cc1OC	67.4	89.1	98.0	88.2	88.0	107.0	99.2	104.4
CC(=O)N1N=C(c2ccc(F)cc2)CC1c1sc(N(C)Cc2ccccc2)nc1Cl (configuration not stated)	74.6	84.9	96.0	83.9	111.5	101.9	106.2	92.0
CCc1c(C(=O)Nc2cc(S(=O)(=O)N(CC)CC)ccc2O)[nH]c(C)c1C(N)=O	85.1	104.4	103.3	98.0	90.7	95.4	95.5	109.4
O=C1/C(=C/c2cccc(OCc3ccccc3)c2)Oc2cc(O)ccc21	83.5	99.3	102.8	97.2	106.7	97.9	90.4	100.5
CC(C)=CCC/C(C)=C/COc1c2c(cc3occc13)OC1(C=C2)OC(CC/C(C)=C/COc2c3ccoc3cc3oc(=O)ccc23)C(C)(C)O1 (configuration not stated)	x	99.8	27.9	83.6	113.2	93.6	98.0	82.3
COc1ccc(CCN2C(=O)C(C)SC2=S)cc1 (configuration not stated)	94.8	97.4	106.8	90.2	107.1	109.1	100.9	104.5
CN(C)CCCOc1c2ccc(Cl)cc2nc2c1oc1ccccc12	-51.9*	6.2*	-8.9*	1.1*	x	-6.0*	18.0	3.1*
Cl[C@@H]1CCO[C@H](c2ccco2)C1	94.3	98.7	101.2	x	104.9	x	96.7	103.5
O=C(Nc1ccc(Oc2ccc(NC(=O)Nc3ccc([N+](=O)[O-])cc3)cc2)cc1)Nc1ccc([N+](=O)[O-])cc1	-4.4*	-1.9*	-13.2*	13.9	15.1	10.2	12.1	8.8*
CCCCCCCCCCCCCCCC(=O)NN	77.9	110.0	108.3	109.9	121.6	100.2	89.3	100.9
COCCCn1c(C(Cl)(Cl)Cl)nn2c(=O)c3ccccc3nc2c1=O	74.6	109.7	88.3	87.7	110.8	102.8	94.8	106.2
CC(=O)[C@@]1(O)CCC2C3C[C@H](C)C4=CC(=O)C=CC4(C)[C@@]3(F)[C@@H](O)C[C@@]21C (some centres not stated)	67.8	111.6	99.7	76.0	x	83.1	44.0	85.3
C[C@@]12c3cc4c(cc3CCN1C(=O)O[C@H]2c1ccccc1Br)OCO4	65.5	94.6	84.8	85.9	84.1	103.7	92.9	91.5
O=[N+]([O-])c1ccc(-c2nnc(Cn3c(COc4cccc5ccccc45)nc4ccccc43)o2)cc1	54.0	104.4	x	100.0	110.7	94.7	98.6	95.7
CC(C)NC(=O)OCc1c(COC(=O)NC(C)C)c(-c2ccc(Cl)c(Cl)c2)n2c1SCC2	x	19.0	3.1*	-11.5*	6.4*	18.1	36.4	38.2
Cc1ccsc1C(NC(=O)c1ccccc1)c1cc(Cl)c2cccnc2c1O (configuration not stated)	2.2*	18.2	13.1	15.7	27.6	10.8	23.2	7.1*
O=C(c1ccccc1)c1ccc(Cl)c(Cl)c1	87.4	98.2	105.1	99.6	101.1	111.3	99.0	106.9
CC(=O)OC[C@H]1OC(Sc2sc(C(=O)c3ccc(Cl)cc3)c(N)c2-c2nc3ccccc3s2)[C@H](OC(C)=O)[C@@H](OC(C)=O)[C@@H]1OC(C)=O (some centres not stated)	79.4	99.3	70.9	77.1	133.6	67.4	54.7	78.7
COc1cccc(OC)c1/C=C(\C#N)C(=O)Nc1cc(-c2ccccc2)nn1-c1ccccc1	83.9	96.9	98.6	87.3	85.5	95.7	92.4	99.0
CC[N+]1(CC(=O)c2ccc(Cl)cc2)CCCCC1	98.4	90.6	101.6	101.6	97.1	104.8	x	99.1
O=C(NC[C@@H]1CN(c2ccc(N3CCC(C(=O)O)CC3)cc2)C(=O)O1)c1ccc(-c2noc(=O)[nH]2)cc1	86.1	102.5	107.5	89.6	87.6	103.3	99.9	101.1
COc1ccc(-c2cc(-c3cccnc3)nc3sc4c(=O)[nH]c(-c5ccccc5)nc4c23)cc1OC	63.0	x	103.5	73.9	97.9	89.4	94.8	91.2
CCC(c1ccc(OC)cc1)C(CC)c1ccc(O)c(CN2CCOCC2)c1 (configuration not stated)	66.3	90.9	102.8	64.3	99.7	88.6	96.0	80.4
COc1ccc(-c2cc(-c3cn(-c4ccccc4)nc3-c3ccc(OCc4ccccc4)cc3)[nH]c(=O)n2)cc1	75.2	93.1	107.7	94.0	95.1	77.8	72.9	81.9
COc1ccc(-c2cc(C(=O)Oc3ccc(C=O)cc3OC)nn2-c2ccc(S(C)(=O)=O)cc2)cc1	78.2	113.2	111.7	98.3	147.5	106.3	90.7	101.4
Cc1ccc(-n2cc(-c3ccccc3)c3c2N=NN2CCN=C32)cc1	74.5	99.3	88.5	68.7	141.1	105.2	96.0	102.2
COc1ccc(-c2csc3c(=O)nc4c(C#N)n[nH]n4c23)cc1OC	92.8	90.6	101.9	x	x	70.6	104.3	100.3

Hits appear at their usual frequency, and some 9.3% of all compounds hit somewhere here.
